PTAP TSG101 blk: blocks PTAP/TSG101 interaction to inhibit HIV-1 budding; Potency, µM (highest dose often 115 µM), without a hit: at the top dose activity change, negative = inhibition, usual class: inhibitors; 340,000 tested, under 10 active; Q99816; Fluorescence polarization, FITC-PTAP peptide / Tsg101 binding; active means well fitted inhibition curve with a large enough effect in the main read-out, with a control signal flat, not every such curve was filed as active; inconclusive means small, poorly fitted or top-dose-only effect, or effect the other way, or a change in a side signal; inactive means no such curve, though single readings can be large or run the other way; further: potency means the concentration at half of the fitted maximal effect; % of control where 0% means no effect
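Compounds were pin-transferred onto Tsg101 binding domain (10 uM final) in HEPES pH 7.5 buffer, then FITC-PTAP peptide was added at 50 nM final. After 20 min at RT, polarization reported peptide displacement across a qHTS concentration series.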
Mito fusion yeast: mitochondrial division inhibition or fusion activation; 320,000 compounds, 0.23% hits; S. cerevisiae fusion-defective mutant growth rescue, CellTiterGlo 48 h; Potency, µM (top dose mostly 46.1 µM), for the others: at the highest dose growth rescue (activation), hits mostly activators;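 further: potency means the concentration at half of the fitted maximal effect; % of control where 0% means no effect; nearly all actives have a fitted effect of over 45% in size; temperature-sensitive fusion mutants such as fzo1-1 at 37 °C on non-fermentable ethanol glycerol medium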
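S. cerevisiae fusion-defective temperature-sensitive mutants (e.g. fzo1-1, mgm1-5) grown 48 h at 37C in YPEG (ethanol/glycerol non-fermentable) medium with 23 nl compound per well; growth rescue read as CellTiterGlo luminescence.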
TSHR antagonist: antagonists of human thyroid stimulating hormone receptor; TSHR-expressing cells, TSH-stimulated cAMP HTRF, 2 h; hits give low values; 330,000 compounds, 0.2% hits; activity change, negative = inhibition, % at 11.5 µM;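 active means activity change below a set negative limit, meaning inhibition stronger than a set level, cut at about -70% in these data; inconclusive means activity change between two set negative limits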; further: on the % scale 0 is the no-effect control and ±100 the full control effect
Target sequence (P16473 whole entry, looked up): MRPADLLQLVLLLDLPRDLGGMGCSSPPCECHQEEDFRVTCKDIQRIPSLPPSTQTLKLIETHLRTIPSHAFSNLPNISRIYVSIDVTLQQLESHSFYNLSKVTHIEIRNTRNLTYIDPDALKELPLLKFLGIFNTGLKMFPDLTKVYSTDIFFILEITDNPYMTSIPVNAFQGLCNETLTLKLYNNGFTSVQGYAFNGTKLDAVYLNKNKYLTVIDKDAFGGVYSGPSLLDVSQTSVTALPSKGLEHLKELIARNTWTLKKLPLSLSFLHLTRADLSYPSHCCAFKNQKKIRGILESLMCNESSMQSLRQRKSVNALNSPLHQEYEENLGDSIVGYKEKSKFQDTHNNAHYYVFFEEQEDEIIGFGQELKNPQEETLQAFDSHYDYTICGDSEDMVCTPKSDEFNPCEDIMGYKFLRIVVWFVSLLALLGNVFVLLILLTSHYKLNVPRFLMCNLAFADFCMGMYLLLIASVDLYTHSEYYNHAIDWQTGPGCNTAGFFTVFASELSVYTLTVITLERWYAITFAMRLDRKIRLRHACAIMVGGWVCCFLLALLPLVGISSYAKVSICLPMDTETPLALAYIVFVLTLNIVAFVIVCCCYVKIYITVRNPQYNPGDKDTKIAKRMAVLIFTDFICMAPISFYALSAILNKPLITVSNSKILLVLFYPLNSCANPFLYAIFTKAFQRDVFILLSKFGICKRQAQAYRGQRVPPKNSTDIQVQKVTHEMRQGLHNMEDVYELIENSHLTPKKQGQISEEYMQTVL
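Inhibition of cAMP made by TSHR-expressing cells under TSH stimulation (4nM final, EC80; 2 h, 37 deg C) is quantified with a one-step lysis HTRF kit, anti-cAMP cryptate versus cAMP-d2.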
Tb PFK inh: T. brucei PFK enzyme inhibition. T. brucei PFK, ADP-Glo luminescence. Potency, µM (series often up to 57.5 µM), for inactives: top-dose activity, negative = inhibition, most hits filed as inhibitors. 330,000 compounds, 0.17% hits. AID 485367;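 further: potency means the concentration at half of the fitted maximal effect; 0% = uninhibited 1x PFK enzyme wells and -100% = no-enzyme wells; nearly all actives have a fitted effect of over 60% in size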
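1.25 nM PFK with 0.5 mM F6P and 0.1 mM ATP in 0.1 M TEA pH 8.0, 5 mM MgCl2, incubated 45 min at room temperature; ADP measured by ADP-Glo luminescence; compounds titrated up to 57 uM.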
ELG1 DNA repair: blocks ELG1-dependent DNA repair in HEK293T cells. HEK293T ELG1-luciferase reporter, luminescence, 16 h; DNA damage induced by 5-fluorouridine. Potency, µM (doses to about 46.1 µM), without a hit: at the top dose activity change, negative = inhibition, hits mostly inhibitors. 330,000 compounds, 2.3% hits. AID 504467; further: potency means the concentration at half of the fitted maximal effect; on the % scale 0 is the no-effect control and ±100 the full control effect; nearly all actives have a fitted effect of over 55% in size
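Reporter activity after DNA damage by 5-fluorouridine is monitored. Compound-treated cells incubate 16 hr at 37 °C, then ONE-Glo is added for 30 min before luminescence reading.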
uPA generation: inhibitors of cell surface uPA generation. cell surface uPA generation assay, qHTS. Potency, µM (top dose mostly 38.3 µM), for the others: at the top dose activity change, negative = inhibition, hits mostly inhibitors. 330,000 compounds, 0.31% hits. AID 540303; active means well fitted inhibition curve with a large enough effect; inconclusive means small, poorly fitted or top-dose-only effect; inactive means no such curve, though single readings can be large or run the other way; tested in mouse RAW 264.7 cells; further: potency means the concentration at half of the fitted maximal effect; on the % scale 0 is the no-effect control and ±100 the full control effect; nearly all actives have a fitted effect of over 55% in size
USP2a block: blocks human ubiquitin-specific protease USP2a; 330,000 compounds, 0.01% hits; USP2 core, Ub-CHOP2 coupled fluorogenic reporter, 485/531; Potency, µM (titrated, usually from 38.3 µM), without a hit: at the top dose activity change, negative = inhibition, hits mostly inhibitors;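 further: potency means the concentration at half of the fitted maximal effect; plate controls were DMSO wells for no effect and full inhibition by NEM control for full effect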
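USP2 core (10nM final) preincubated 30min RT with compound in 20mM Tris-HCl pH 8.0, 2mM CaCl2, 2mM beta-mercaptoethanol, 0.05% CHAPS; 25nM Ub-CHOP2 plus 25nM reporter substrate added, fluorescence (Ex485/Em531) read after 60min.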
B2AR arrestin: recruits beta-arrestin to the human beta2-adrenergic receptor; beta-arrestin recruitment to beta2AR, cell-based reporter; Potency, µM (series often up to 46.1 µM), for inactives: at the top dose activation, actives largely listed as activators; 330,000 compounds, 0.02% hits; P07550; AID 492947;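 further: potency means the concentration at half of the fitted maximal effect; 0% = DMSO controls and full agonism = EC100 isoproterenol or metaproterenol; nearly all actives have a fitted effect of over 65% in size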
Eya2 inh: inhibitors of human Eya2 phosphatase activity | AID 488837 | 330,000 compounds, 0.006% hits | Potency, µM (titrated, usually from 76.9 µM), for the others: at the highest dose activity, negative = inhibition, hits mostly inhibitors | recombinant Eya2, OMFP fluorescence dephosphorylation (OMFP is methylfluorescein phosphate); further: potency means the concentration at half of the fitted maximal effect; on the % scale 0 is the no-effect control and ±100 the full control effect
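Eya2 (0.2 uM) preincubated 10 min at ambient with compound, then OMFP substrate added at 50 uM; 10 min reaction in 50 mM HEPES pH 7.5, 50 mM NaCl, 5 uM MgCl2, 0.05% BSA, 1 mM DTT. Fluorescence read at Ex 485/Em 525 nm.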
Chronic BCR inh: blocks chronic active B-cell receptor signaling. 340,000 compounds, 0.05% hits. ABC-DLBCL IkBa-CBG/CBR reporter, luminescence ratio, 4 h. AID 493014. Potency, µM (series often up to 46.1 µM), for the others: at the highest dose ratio change, negative = lower green/red ratio, most hits filed as inhibitors; active means well fitted inhibition curve with a large enough effect in the signal ratio, with a control signal flat, not every such curve was filed as active; inconclusive means small, poorly fitted or top-dose-only effect, or effect the other way, or a change in a side signal; the % refers to the signal ratio;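 further: potency means the concentration at half of the fitted maximal effect; plate controls were basal doxycycline-induced cells for no effect and cells given 10 µM MG132 for full effect; MG132 reads +100%, hits lower the ratio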
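Compounds up to 46 uM were incubated four hours with TMD8 cells whose green CBG68 luciferase is fused to IkappaBalpha; red CBR luminescence normalised the signal, and concentration-effect curves were fitted to fusion, red and ratio data.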
TCR activator: T cell receptor activation; Potency, µM (top dose mostly 9.22 µM), for the others: at the top dose activation of IL-2 secretion, usual class: activators; 330,000 tested, under 10 active; primary human leukocytes, anti-CD3, IL-2 HTRF, 48 h; further: % of control where 0% means no effect
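Using a-CD3 beads without co-stimulation, primary human leukocytes were exposed to compounds for 48 hr. An HTRF IL-2 kit measured the cytokine, with europium-to-d2 energy transfer producing emission at 665nm upon 320nm excitation.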
* hit, by the source's call; u = inconclusive; x = not tested or not shown; & = joins results of further samples; [ ] = remark or other dose. Unless noted, the call rests on the fitted dose curve; in most records, active means well fitted curve in the direction sought with a large enough effect; inconclusive means small, poorly fitted or top-dose-only effect, or another doubt; inactive means no such curve, though single readings can be large; an effect the other way counts as inactive or inconclusive.

SMILES	PTAP TSG101 blk	Mito fusion yeast	TSHR antagonist	Tb PFK inh	ELG1 DNA repair	uPA generation	USP2a block	B2AR arrestin	Eya2 inh	Chronic BCR inh	TCR activator
CSc1ccc(C#N)cc1NC(=O)c1ccc(Cl)cc1	-3%	-1%	-4	4%	-9%	-4%	-1%	-0.1%	4%	u	3%
O=C(Cc1ccccc1[N+](=O)[O-])NCCCN1CCOCC1	-2%	4%	6	1%	10%	0%	1%	0.2%	-3%	-1%	-3%
Cc1[nH]c2ccccc2c1C(=O)C(C)OC(=O)c1ccccc1NCCO (stereo unspecified)	-1%	2%	4	-6%	u	13%	-1%	0.0%	-21%	u	5%
COc1ccc(N2C(=O)CC(Sc3ncn[nH]3)C2=O)c(OC)c1 (stereo unspecified)	-2%	0%	7	1%	-15%	-15%	0%	-0.6%	-1%	0%	3%
COc1ccc(/C=N/n2cnc3c([nH]c4ccc(C)cc43)c2=O)cc1CN1CCCC1	2%	0%	6	2%	u	3%	0%	0.2%	0%	15%	1%
CCCCn1c(=N)n(CC(=O)c2ccc(Br)s2)c2ccccc21	0%	-1%	0	-3%	u	u	2%	0.9%	-25%	u	0%
CC(C)C(C)(C#N)NC(=O)CSc1nnc(-c2ccncc2)n1Cc1ccccc1 (stereo unspecified)	-7%	5%	0	0%	-1%	3%	-1%	-0.8%	-15%	5%	0%
COc1ccc(S(N)(=O)=O)cc1C(=O)NC1CCCc2ccccc21 (stereo unspecified)	-6%	4%	-11	-2%	2%	-1%	0%	-0.3%	8%	2%	17%
Cc1c(NC(=O)c2ccc(S(=O)(=O)N(C)C)cc2)cccc1-n1cnnn1	-1%	-3%	4	-9%	3%	2%	0%	-0.6%	-9%	0%	x
Cc1ccc(S(=O)(=O)N2CCCCC2)cc1NC(=O)COC(=O)C1(C)CC1(Cl)Cl (stereo unspecified)	-5%	-6%	-28	1%	u	-2%	1%	-2.0%	0%	2%	-3%
CCOC(=O)CCSc1nc(N2CCOCC2)c2c(c1C#N)CC(C)(C)OC2	-6%	0%	-11	-2%	1µM*	2%	-1%	-0.5%	15%	-3%	-7%
O=C(CN1CCCCCC1)Nc1ccc(F)c(F)c1	-1%	-6%	3	-10%	7%	6%	-1%	0.0%	-26%	-20%	-3%[46.1 µM]
Cc1nc(N)sc1-c1csc(Nc2cccc(C(=O)O)c2)n1	-4%	-1%	-2	2%	3%	10%	2%	-0.4%	-1%	u	x
CCOc1ccc2nc(SCC(=O)N3CCCc4ccccc43)sc2c1	-1%	1%	2	2%	-8%	3%	2%	0.4%	12%	u	8%
Cc1c(CCC(=O)NCCCCCC(=O)O)c(=O)oc2cc3occ(-c4ccccc4)c3cc12	-1%	21%	-17	0%	7%	1%	1%	0.3%	-1%	-7%	-4%
CCC1CN(C(=O)N2CCC(C(=O)Nc3ccccc3F)CC2)c2ccccc2O1 (stereo unspecified)	-6%	2%	2	1%	0%	3%	2%	-0.2%	-11%	-7%	-3%
CCN1C(=O)N(C(C)=O)C2C1N(C(C)=O)C(=O)N2C(C)=O (stereo unspecified)	-4%	-2%	-6	2%	-1%	4%	5%	0.1%	-28%	0%	-7%
O=C(NCc1ccccc1)C(=O)NCC1OCCN1C(=O)c1cccs1 (stereo unspecified)	-4%	-1%	7	0%	-1%	3%	7%	-0.9%	-12%	3%	1%[46.1 µM]
COc1ccccc1CC(=O)N(Cc1ccccc1)c1ccc(C)cc1	1%	0%	2	-4%	-5%	-3%	-11%	0.2%	-5%	3%	-4%
COc1cc(/C=C/c2nc3ccc([N+](=O)[O-])cc3s2)ccc1OCC(=O)O	x	-3%	-10	3%	-7%	x	0%	-0.5%	-8%	8%	x
N#Cc1c(-c2ccccc2)c(-c2ccccc2)nn(CC(=O)NNC(=O)Nc2ccc(Cl)cc2)c1=O	-6%	1%	-10	-1%	-1%	1%	-1%	-0.4%	-4%	-3%	-1%
Nc1ncnc2nc(SCCC(=O)O)[nH]c12	-5%	6%	-4	0%	2%	1%	3%	0.3%	-18%	7%	0%
O=C(Nc1cccnc1)c1c(F)c(F)c(F)c(F)c1F	-7%	8%	11	-4%	u	x	1%	-0.8%	-37%	-1%	-1%
CN(CCCC1CCCC1)C(=O)CC1C(=O)NCCN1Cc1ccc(F)cc1 (stereo unspecified)	-11%	-1%	-1	2%	0%	-13%	4%	-0.1%	-6%	0%	-8%
CC1(C)Oc2ccc(C(=O)N/N=C/c3ccc(O)cc3)cc2NC1=O	-7%	1%	-1	-1%	-2%	-1%	2%	-0.6%	5%	0%	-3%
CCCCC(=O)NC(=S)NNS(=O)(=O)c1ccccc1	-8%	1%	5	0%	11%	-4%	0%	-2.0%	9%	-1%	0%[46.1 µM]
COc1cccc(-c2nnc(NC(=O)c3ccco3)s2)c1	-2%	-3%	17	0%	u	u	1%	0.2%	0%	u	5%
COc1cc(NC(=S)NCc2ccco2)cc(OC)c1OC	0%	3%	5	-3%	-5%	4%	0%	-0.5%	3%	u	-4%[46.1 µM]
O=C(Nc1ccc2oc(-c3ccccc3)nc2c1)c1cccnc1	-7%	4%	-2	6%	u	0%	2%	-0.7%	-4%	0%	2%
COCCCNC(=O)CC1C[C@H](C(=O)N2CCCCC2)[C@@]2(C)c3[nH]c4ccc(OC)cc4c3CCN2C1=O (stereo partly specified)	-5%	x	54	-4%	8%	-24%	0%	-0.5%	5%	-10%	5%[46.1 µM]
C=CC(=O)NC(C)(C)CCN1CCOCC1	-1%	6%	-9	-2%	u	-2%	-1%	0.2%	-7%	-15%	-1%
CCCOc1ccc(/C=C/C(=O)OCC(=O)N(C)c2c(N)n(Cc3ccccc3)c(=O)[nH]c2=O)cc1OCC	7%	-5%	6	1%	-28%	-1%	1%	-0.1%	-6%	6%	-2%
Cn1cccc1C(=O)NC(=O)COC(=O)c1ccccc1O	-2%	3%	15	-12%	-11%	2%	3%	-0.2%	-3%	u	2%
COc1ccc(NC(=O)CCNS(=O)(=O)c2cc(Br)ccc2Br)cc1S(N)(=O)=O	1%	2%	2	-1%	-7%	1%	0%	-0.3%	-8%	u	5%
Nc1ccccc1N1CCOCC1	1%	0%	-1	-7%	4%	2%	1%	0.1%	-2%	7%	3%
NC(=O)COC(=O)CNC(=O)c1cc(Cl)cc([N+](=O)[O-])c1	-7%	-2%	-6	1%	5%	2%	0%	-0.1%	-4%	0%	x
Oc1c(Cl)cc(Cl)cc1C=Nc1ccccc1N1CCCC1	x	20%	12	-2%	-18%	x	1%	-0.2%	-20%	4%	0%[46.1 µM]
C/C(=N\NC(=O)c1ccc(Br)cc1)c1cccnc1	-6%	2%	-1	0%	u	-5%	0%	0.3%	-10%	-4%	6%
CCOc1ccc2c(c1)C(c1ccc(C)o1)=NNC(c1ccncc1)=N2	0%	12%	2	1%	-12%	-6%	-6%	3.0%	-6%	0%	x
Cc1cccc(NS(=O)(=O)c2ccc(C(=O)NCC(c3ccco3)N(C)C)cc2)c1C (stereo unspecified)	0%	-1%	-4	-7%	-15%	-3%	0%	-1.6%	-6%	2%	-8%
O=C(Nc1ccccn1)c1ccc(Cl)c(S(=O)(=O)N2CCCC2)c1	-3%	-12%	-8	0%	u	0%	1%	-0.3%	12%	u	-6%
O=S(=O)(c1cccs1)N1CCN(Cc2nc3ccccc3s2)CC1	-5%	17%	-11	-1%	u	1%	3%	0.2%	14%	u	3%
Cc1ccc(C)c(NC(=O)CN(C)C(=O)c2cc([N+](=O)[O-])ccc2N2CCOCC2)c1	-1%	2%	0	2%	-1%	1%	1%	-0.2%	6%	-5%	1%
O=C(CS(=O)CC(=O)N(c1cccc(F)c1)C(C(=O)NC1CCCCC1)c1ccco1)Nc1ccc(F)cc1 (stereo unspecified)	-3%	-5%	9	-5%	-5%	-8%	-9%	0.5%	-4%	-2%	-4%[46.1 µM]
O=S(=O)(c1ccc2c(c1)OCCO2)C1CCC(S(=O)(=O)c2c(F)cccc2F)CC1 (stereo unspecified)	-2%	-5%	2&4	-7%&3%	-2%	-1%	4%&1%	-0.3%&-0.8%	-3%&-2%	u	1%
Cc1cc(C)n(CCOc2nonc2N)n1	-4%	-2%	2	7%	1%	12%	4%	-0.5%	-11%	-8%	-3%

High-throughput results as filed in PubChem BioAssay.
